Mtb BioA inh: M. tuberculosis BioA enzyme inhibitors, primary screen, biochemical, plate reader, single point, HTS; AID 602481, 2012; 360,000 tested, 0.096% active; inhibition, % at 9.99 µM; 7,8-diaminopelargonic acid synthase BioA (Mycobacterium tuberculosis); purified M. tuberculosis BioA enzyme; in the data active = inhibition above about 40%
An asterisk follows results filed as active. Only part of the results is shown; rates above refer to the full screens.

Structure	Mtb BioA inh
C[C@@H]1CN([C@@H](C)CO)C(=O)c2cc(C3=CCCCC3)cnc2O[C@H]1CN(C)C(=O)C1CCOCC1	-2.1
CC(C)NC(=O)N(C)C[C@@H]1Oc2ncc(C#CCC3CCCC3)cc2C(=O)N([C@H](C)CO)C[C@H]1C	1.2
C[C@@H]1CCCCO[C@H](CN(C)C(=O)C2CCCCC2)[C@H](C)CN([C@H](C)CO)C(=O)c2cc(NC(=O)Nc3ccccc3)ccc2O1	0.7
O=C(C[C@H]1CC[C@@H]2[C@H](COC[C@H](O)CN2C(=O)c2cnccn2)O1)NCc1ccccc1	-3.7
CN(C)C(=O)[C@@H]1[C@@H](CO)[C@@H]2Cn3c(ccc(-c4ccccc4)c3=O)[C@H]1N2C(=O)C1CCC1	-1.0
CNC(=O)C[C@H]1CC[C@@H]2[C@H](COc3ccc(NC(=O)Nc4ccccc4OC)cc3C(=O)N2C)O1	10
COc1ccc(NC(=O)N(C)C[C@H]2Oc3ccc(NC(=O)CCC(F)(F)F)cc3C(=O)N([C@H](C)CO)C[C@H]2C)cc1	1.1
COc1ccc(NC(=O)N(C)C[C@@H]2Oc3ccc(NS(=O)(=O)c4ccc(Cl)cc4)cc3C(=O)N([C@H](C)CO)C[C@@H]2C)cc1	-1.3
C[C@H](CO)N1C[C@H](C)[C@H](CN(C)Cc2ccc(C(F)(F)F)cc2)OCCCC[C@H](C)Oc2ccc(NC(=O)Nc3ccc4c(c3)OCO4)cc2C1=O	-0.5
CC(=O)NC[C@H]1[C@H](c2ccc(-c3cccc(F)c3)cc2)[C@@H](CO)N1C(C)=O	5.6
C[C@@H]1CN([C@@H](C)CO)C(=O)c2cc(C#Cc3ccccn3)cnc2O[C@@H]1CN(C)Cc1cccnc1	-0.6
C[C@H](CO)N1C[C@H](C)[C@@H](CN(C)C(=O)c2ccncc2)Oc2cc(C#Cc3ccncc3)ccc2S1(=O)=O	4.4
COc1ccccc1-c1ccc2n(c1=O)C[C@@H]1[C@@H](CO)[C@H](C(=O)NC3CCC3)N(C(=O)NC(C)C)[C@H]21	-0.9
COCC(=O)Nc1ccc2c(c1)OC[C@H](C)N(C(=O)CC1CC1)C[C@@H](C)[C@H](OC)CN(C)C2=O	-0.7
C[C@@H]1CN([C@@H](C)CO)C(=O)c2cc(NC(=O)Nc3ccccc3)ccc2O[C@H]1CN(C)Cc1ccc2c(c1)OCO2	-0.1
CCCN(C)C[C@@H]1OCCCC[C@@H](C)Oc2ccc(NC(=O)CCC(F)(F)F)cc2C(=O)N([C@@H](C)CO)C[C@@H]1C	1.6
CCCC#Cc1ccc2c(c1)O[C@@H](CN(C)C(=O)COC)[C@@H](C)CN([C@@H](C)CO)S2(=O)=O	2.1
O=C(C[C@H]1CC[C@@H](NC(=O)CCN2CCCCC2)[C@H](CO)O1)Nc1nccs1	-1.9
COCC(=O)N1C[C@@H]2[C@H](c3ccccc31)[C@H](CO)N2Cc1ccccc1F	-3.1
O=C(CC1CC1)Nc1ccc2c(c1)[C@@H]1C[C@H](CC(=O)N3CCCCC3)O[C@@H](CO)[C@@H]1O2	0.6
COc1cccc(C#Cc2ccc3c(c2)O[C@@H](CN(C)C(=O)CN2CCOCC2)[C@@H](C)CN([C@H](C)CO)S3(=O)=O)c1	-0.2
O=C(C[C@H]1CC[C@@H]2[C@H](COC[C@H](O)CN2Cc2cccc(C(F)(F)F)c2)O1)NCc1ccncc1	1.3
C[C@@H]1CN([C@H](C)CO)C(=O)c2cc(NC(=O)Nc3ccc4c(c3)OCO4)ccc2O[C@@H](C)CCCCO[C@@H]1CN(C)Cc1ccc2c(c1)OCO2	-2.2
C[C@H](CO)N1C[C@H](C)[C@@H](CN(C)C(=O)NC2CCCCC2)OCCCC[C@H](C)Oc2ccc(NC(=O)Nc3ccc(F)cc3)cc2C1=O	-3.0
Cc1cccc(S(=O)(=O)N2C[C@@H]3[C@H](c4ccccc42)[C@H](CO)N3CC2CCCC2)c1	-2.0
O=C(C[C@H]1CC[C@@H]2NC[C@H](O)COC[C@H]2O1)Nc1ccc(-c2ccccc2)cc1	-2.6
COc1ccc(S(=O)(=O)N(C)C[C@H]2OCCCC[C@@H](C)Oc3ccc(NC(=O)Nc4cccc5ccccc45)cc3C(=O)N([C@H](C)CO)C[C@H]2C)cc1	-0.9
C[C@H](CO)N1C[C@H](C)[C@@H](CN(C)C(=O)Nc2ccc(F)cc2)Oc2ccc(NC(=O)NC3CCCCC3)cc2CC1=O	3.3
COc1ccc(NC(=O)N2CCCCN3[C@H](CO)[C@@H](c4ccc(-c5ccccc5C)cc4)[C@@H]3C2)cc1	2.2
C[C@@H]1CN([C@@H](C)CO)C(=O)c2cccc(NS(=O)(=O)c3ccc(Cl)cc3)c2O[C@@H]1CN(C)Cc1ccccc1	3.0
Cc1cccc(S(=O)(=O)N[C@@H]2CC[C@@H](CCNC(=O)Nc3cc(F)ccc3F)O[C@@H]2CO)c1	-0.8
C[C@H]1CN([C@@H](C)CO)C(=O)c2cc(-c3cncnc3)cnc2O[C@@H]1CN(C)C(=O)Cc1ccccc1	-1.6
CC(=O)N(C)C[C@H]1Oc2ncc(C#CCc3ccccc3)cc2C(=O)N([C@@H](C)CO)C[C@H]1C	0.5
C[C@H](CO)N1C[C@H](C)[C@H](CN(C)Cc2ccc(-c3ccccc3)cc2)Oc2ccc(N(C)C)cc2CC1=O	-1.4
COCC(=O)N1[C@@H](C#N)[C@@H](c2ccc(C3=CCCCC3)cc2)[C@@H]1CO	-0.8
C[C@H](CO)N1C[C@H](C)[C@H](CN(C)Cc2ccc(Oc3ccccc3)cc2)Oc2c(NC(=O)Nc3ccc(F)cc3)cccc2C1=O	-1.7
C[C@H](NC(=O)[C@H]1[C@H](CO)[C@H]2Cn3c(ccc(-c4ccccc4F)c3=O)[C@@H]1N2)c1ccccc1	-0.7
CO[C@@H]1CN(C)C(=O)c2cc(NS(C)(=O)=O)ccc2OC[C@H](C)N(C(=O)CN(C)C)C[C@@H]1C	-0.5
C[C@H](CO)N1C[C@H](C)[C@H](CN(C)C(=O)Nc2ccc3c(c2)OCO3)Oc2ncc(-c3cncnc3)cc2C1=O	-0.1
C[C@@H]1CN([C@H](C)CO)C(=O)Cc2cc(NC(=O)c3ccncc3)ccc2O[C@@H]1CN(C)S(=O)(=O)c1ccccc1	-6.2

Gathered by group: those above containing a CF3 group (4)
Structure	Mtb BioA inh
COc1ccc(NC(=O)N(C)C[C@H]2Oc3ccc(NC(=O)CCC(F)(F)F)cc3C(=O)N([C@H](C)CO)C[C@H]2C)cc1	1.1
C[C@H](CO)N1C[C@H](C)[C@H](CN(C)Cc2ccc(C(F)(F)F)cc2)OCCCC[C@H](C)Oc2ccc(NC(=O)Nc3ccc4c(c3)OCO4)cc2C1=O	-0.5
CCCN(C)C[C@@H]1OCCCC[C@@H](C)Oc2ccc(NC(=O)CCC(F)(F)F)cc2C(=O)N([C@@H](C)CO)C[C@@H]1C	1.6
O=C(C[C@H]1CC[C@@H]2[C@H](COC[C@H](O)CN2Cc2cccc(C(F)(F)F)c2)O1)NCc1ccncc1	1.3

(cont.)
Structure	Mtb BioA inh
O=C(NCC[C@H]1CC[C@@H](NC(=O)C2CCCCC2)[C@@H](CO)O1)c1ccc(F)cc1	-1.6
CCCN1[C@@H]2Cn3c(ccc(-c4ccc(F)cc4)c3=O)[C@H]1[C@@H](C(=O)NCC1CC1)[C@@H]2CO	0.0
CN(C)C(=O)C[C@@H]1C[C@H]2c3cc(NC(=O)Nc4ccccc4)ccc3O[C@H]2[C@H](CO)O1	-0.4
COc1ccc(S(=O)(=O)Nc2ccc3c(c2)C(=O)N([C@@H](C)CO)C[C@H](C)[C@@H](CN(C)Cc2ccncc2)O3)cc1	-3.8
Cc1noc(C)c1NC(=O)N(C)C[C@H]1Oc2c(NS(=O)(=O)c3ccc(Cl)cc3)cccc2C(=O)N([C@@H](C)CO)C[C@@H]1C	-0.2
C[C@@H]1CN([C@@H](C)CO)S(=O)(=O)c2ccc(C#C[C@@H](C)O)cc2O[C@H]1CN(C)Cc1ccc(-c2ccccc2)cc1	3.7
C[C@@H]1CCCCO[C@@H](CN(C)C(=O)NC2CCCCC2)[C@@H](C)CN([C@H](C)CO)C(=O)c2cc(NS(=O)(=O)c3ccccc3)ccc2O1	6.9
O=C(OC(C(=O)NCc1ccccc1)c1ccco1)c1ccccc1 (centres undefined)	-1.3
O=C(C[C@@H]1C=C[C@H](NS(=O)(=O)c2cccc(F)c2)[C@H](CO)O1)N1CCCCC1	-1.5
COc1ccc(S(=O)(=O)N(C)C[C@@H]2Oc3c(cccc3N(C)C)C(=O)N([C@H](C)CO)C[C@H]2C)cc1	1.3
CO[C@@H]1CN(C)C(=O)c2cc(NC(=O)C3CCCCC3)ccc2OC[C@@H](C)N(C(=O)c2ccccc2)C[C@H]1C	-3.5
CNC[C@@H]1Oc2ccc(NC(=O)Nc3ccccc3)cc2CC(=O)N([C@H](C)CO)C[C@@H]1C	0.0
C[C@H]1CN([C@@H](C)CO)C(=O)c2cccc(NC(=O)Nc3ccc(C(F)(F)F)cc3)c2O[C@@H]1CN(C)C	1.0
CN1c2ccc(Br)cc2[C@@H]2[C@@H](CCN2C(=O)Cc2cccnc2)[C@@H]1CO	7.0
COc1ccc(NC(=O)Nc2ccc3c(c2)CC(=O)N([C@H](C)CO)C[C@@H](C)[C@@H](CN(C)C(=O)Nc2cccc4ccccc24)O3)cc1	3.3
COc1ccc(CN(C)C[C@H]2Oc3ccc(NS(=O)(=O)c4ccc(OC)cc4)cc3CC(=O)N([C@H](C)CO)C[C@H]2C)cc1	-1.4
C[C@@H]1CN([C@@H](C)CO)C(=O)c2cc(NC(=O)c3ccncc3)ccc2O[C@@H]1CN(C)C(=O)Nc1ccc(F)cc1	2.4
C[C@@H](O)C#Cc1ccc([C@@H]2[C@@H](CO)N3CCCCN(S(=O)(=O)Cc4ccccc4)C[C@@H]23)cc1	-3.4
C[C@H](CO)N1C[C@H](C)[C@H](CN(C)CC2CCCCC2)Oc2ccc(NC(=O)Nc3ccc(C(F)(F)F)cc3)cc2C1=O	-1.7
COc1ccc(S(=O)(=O)N(C)C[C@@H]2Oc3ccc(NC(=O)Nc4ccc5c(c4)OCO5)cc3CC(=O)N([C@H](C)CO)C[C@@H]2C)cc1	-3.1

Filtered by structure, the entries above containing a Cl atom (3)
Structure	Mtb BioA inh
COc1ccc(NC(=O)N(C)C[C@@H]2Oc3ccc(NS(=O)(=O)c4ccc(Cl)cc4)cc3C(=O)N([C@H](C)CO)C[C@@H]2C)cc1	-1.3
C[C@@H]1CN([C@@H](C)CO)C(=O)c2cccc(NS(=O)(=O)c3ccc(Cl)cc3)c2O[C@@H]1CN(C)Cc1ccccc1	3.0
Cc1noc(C)c1NC(=O)N(C)C[C@H]1Oc2c(NS(=O)(=O)c3ccc(Cl)cc3)cccc2C(=O)N([C@@H](C)CO)C[C@@H]1C	-0.2

Continued:
Structure	Mtb BioA inh
C[C@@H]1CN([C@@H](C)CO)C(=O)Cc2cc(NC(=O)CCN3CCOCC3)ccc2O[C@H]1CN(C)S(=O)(=O)c1cccs1	2.1
O=C(C[C@H]1CC[C@H](NC(=O)C2CCC2)[C@@H](CO)O1)NCC1CC1	-0.9
COc1ccc(S(=O)(=O)N(C)C[C@@H]2OCc3ccccc3-c3ccccc3C(=O)N([C@H](C)CO)C[C@H]2C)cc1	-0.2
COc1ccc(S(=O)(=O)Nc2ccc3c(c2)C(=O)N([C@@H](C)CO)C[C@H](C)[C@H](CN(C)S(C)(=O)=O)OCCCC[C@@H](C)O3)cc1	-0.2
CCCC#Cc1cnc2c(c1)C(=O)N([C@@H](C)CO)C[C@H](C)[C@@H](CN(C)C(=O)NC1CCCC1)O2	0.0
O=C(C1CCCC1)N1C[C@H]2[C@@H](c3ccccc31)[C@H](CO)N2C(=O)c1cccnc1	1.9
C[C@H](CO)N1C[C@H](C)[C@H](CN(C)Cc2ccc3c(c2)OCO3)Oc2ccc(NC(=O)C3CCCCC3)cc2CC1=O	-1.3
COCCNC(=O)C[C@H]1C[C@@H]2c3cc(NC(=O)c4ccc5c(c4)OCO5)ccc3O[C@@H]2[C@@H](CO)O1	0.4
CC(=O)N(C)C[C@@H]1Oc2cc(-c3ccncc3)ccc2S(=O)(=O)N([C@H](C)CO)C[C@H]1C	1.7
C[C@H](CO)N1C[C@H](C)[C@H](CN(C)Cc2ccc3c(c2)OCO3)OCCCC[C@H](C)Oc2ccc(NC(=O)Nc3ccc(F)cc3)cc2C1=O	-2.3
COCC(=O)Nc1ccc2c(c1)OC[C@@H](C)N(Cc1ccccc1)C[C@@H](C)[C@@H](OC)CN(C)C2=O	5.8
CN1C(=O)c2cc(NC(=O)c3ccc(F)c(F)c3)ccc2OC[C@H]2O[C@@H](CC(=O)O)CC[C@@H]21	12
O=C(C[C@H]1C[C@@H]2c3cc(NC(=O)NC4CCCC4)ccc3O[C@@H]2[C@H](CO)O1)NCCN1CCCCC1	-2.0
COc1ccc(S(=O)(=O)N(C)C[C@@H]2OCc3ccccc3-c3c(n(C)c4ccccc34)C(=O)N([C@H](C)CO)C[C@@H]2C)cc1	1.9
CC(=O)N[C@H]1CC[C@@H](CCNC(=O)C2CC2)O[C@@H]1CO	0.0
CO[C@H]1CN(C)C(=O)c2cc(NC(=O)NC(C)C)ccc2OC[C@H](C)N(Cc2ccccn2)C[C@H]1C	-1.8
C[C@H]1CN([C@@H](C)CO)C(=O)c2cccc(NC(=O)c3ccncc3)c2O[C@@H]1CN(C)S(=O)(=O)c1ccc(F)cc1	-1.6
CO[C@H]1CN(C)C(=O)c2ccc(NC(C)=O)cc2OC[C@@H](C)N(S(=O)(=O)c2cn(C)cn2)C[C@@H]1C	5.4
C[C@@H]1CCCCO[C@@H](CN(C)CC2CC2)[C@@H](C)CN([C@@H](C)CO)C(=O)c2cc(NS(=O)(=O)c3cccs3)ccc2O1	1.0

Source: PubChem BioAssay (Broad Institute)
